# Artemis endo inh: inhibitors of human Artemis endonuclease activity | Q96SD1 | recombinant Artemis, quenched FAM hairpin cleavage fluorescence | inhibition, % at 10 µM | 0.78% of 30,000 active | AID 686954;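 active = at 10 µM dose, at least 30% inhibition, measured as corrected fluorescence normalized to stimulator and neutral control wells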
# Target sequence (Q96SD1 whole entry, looked up): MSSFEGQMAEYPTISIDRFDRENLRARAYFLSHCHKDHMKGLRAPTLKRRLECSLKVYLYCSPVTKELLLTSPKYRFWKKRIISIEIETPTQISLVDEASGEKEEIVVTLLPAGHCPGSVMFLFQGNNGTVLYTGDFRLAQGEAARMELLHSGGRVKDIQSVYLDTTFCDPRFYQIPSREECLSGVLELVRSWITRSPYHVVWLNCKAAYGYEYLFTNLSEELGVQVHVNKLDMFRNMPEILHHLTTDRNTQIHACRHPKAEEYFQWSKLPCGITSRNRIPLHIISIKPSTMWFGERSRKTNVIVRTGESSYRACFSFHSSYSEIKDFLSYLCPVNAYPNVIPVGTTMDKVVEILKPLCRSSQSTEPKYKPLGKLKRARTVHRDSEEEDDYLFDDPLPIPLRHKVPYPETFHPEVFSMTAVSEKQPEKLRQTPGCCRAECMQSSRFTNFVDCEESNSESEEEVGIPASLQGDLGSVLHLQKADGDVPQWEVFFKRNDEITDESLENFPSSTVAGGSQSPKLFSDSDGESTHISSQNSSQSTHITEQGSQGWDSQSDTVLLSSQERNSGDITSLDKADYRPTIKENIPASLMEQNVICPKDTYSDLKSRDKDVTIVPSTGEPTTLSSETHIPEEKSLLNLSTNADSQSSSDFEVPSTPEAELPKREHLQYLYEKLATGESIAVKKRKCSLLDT
# Numbers without * were called inactive.
SMILES,Artemis endo inh
O=S(=O)(c1cccc(S(=O)(=O)N2CCC(Cc3ccccc3)CC2)c1)N1CCOCC1,10
O=C1CCC(C(=O)NCc2cccnc2)N1 (centres undefined),-5
COCCNC(=S)N/N=C/c1ccccc1C(=O)O,-16
Cc1cc(=O)[nH]c(SCC(=O)O)c1C#N,-5
CC(C)n1c(NCCc2ccccc2)nc2c1c(=O)n(C)c(=O)n2C,4
CCSc1ncc(Cl)c(C(=O)Nc2ccc(S(=O)(=O)Nc3onc(C)c3C)cc2)n1,3
CC(C)N(Cc1ccccc1)S(=O)(=O)N(C)C,2
Cc1n[nH]c(C)c1-c1nc2ccccc2[nH]1,-1
C=C(C)COc1ccc2c(C)c(CC(=O)OC)c(=O)oc2c1C,-2
CC(C)=CC1C(C(=O)Nc2ccc(Br)cn2)C1(C)C (centres undefined),2
COc1ccccc1N1CCN(/N=C/C=C\c2ccco2)CC1,3
CCOC(=O)Nc1ccc2c(c1)N(C(=O)CCN1CCN(C)CC1)c1ccccc1S2,10
O=C(CN1C(=O)C2C3C=CC(C3)C2C1=O)NCCc1ccccc1Cl (centres undefined),0
Cc1cc(C)cc(N2C(=O)CC(n3nc(C)cc3C)C2=O)c1 (centres undefined),1
CCOC(=O)c1oc2ccccc2c1CN1CCN(c2ccccc2)CC1,9
COC(=O)n1c(=O)oc2ccccc21,-2
CCCC(=O)NC(=S)Nc1cccc(NC(=O)c2ccc(Cl)cc2Cl)c1,-5
N#Cc1nc(-c2ccc(F)cc2)oc1N1CCCC1,-2
CN1/C(=C\C(=O)COC(=O)Cn2nnc(-c3ccccc3)n2)C(C)(C)c2ccccc21,8
O=C1C2ON(c3ccccc3)C(c3ccccc3F)C2C(=O)N1c1ccccc1 (centres undefined),-7
COC(=O)c1cc(OC)c(OC)cc1NC(=S)Nc1cccc(Cl)c1,-6
O=C(NCCc1ccccn1)C1CCCN(S(=O)(=O)Cc2ccccc2)C1 (centres undefined),5
CCOC(=O)Cc1nnc(NC(=O)CSc2ccccc2)s1,4
CCCC(C)NC(=O)c1cc(Cl)ccc1OC (centres undefined),-1
O=c1c(Cl)c(NCCCO)cnn1-c1nc2ccccc2[nH]1,16
COc1ccc(NC(=O)CSC2=C(C#N)C(c3ccco3)C3=C(CCCC3=O)N2)c(OC)c1 (centres undefined),-2
CN(C)C(C(=O)NC1CCCCC1)c1ccc(Cl)cc1 (centres undefined),8
CS(=O)c1ccccc1-c1nc(-c2cc(C(F)(F)F)cc(C(F)(F)F)c2)no1 (centres undefined),3
Cn1c(C(=O)O)c(CC(=O)NCc2cccnc2)c2ccccc21,0
O=C(CSc1nnc(-c2ccco2)n1Cc1ccccc1)NC(=O)NCc1ccccc1,8
CC(C)c1ccc(OCC(O)Cn2cnc3ccccc32)cc1 (centres undefined),-6
O=C(Cn1c(SCC(=O)N2CCc3ccccc32)nc2ccccc21)NC1CCCC1,-8
N/C(Cc1cccs1)=N\OC(=O)COc1ccc(Br)cc1Cl,1
C=CCn1c(SCC(=O)/C(C#N)=C(\C)N)nc2sc(C)c(C)c2c1=O,-12
O=C(Cn1nc(Cl)nc1Cl)Nc1ccccc1,11
C=CCC(C#Cc1ccc(C)cc1)N(CC)CC (centres undefined),-2
CC(C)N1CCN(c2ccncc2S(=O)(=O)N2CCOCC2)CC1,5
Cc1csc(NC(=O)C(NS(=O)(=O)c2ccc(Br)s2)c2ccccc2)n1 (centres undefined),2
CCC(=O)n1nc(-c2ccccc2)nc1N,4
O=C(C1=C(O)/C(=C/c2ccc(O)cc2)CCC1)C(F)(F)F,1
O=C(C1CCC(=O)N1Cc1ccccc1Cl)N1CCN(c2ccc(F)cc2)CC1 (centres undefined),4
c1ccc(CN(Cc2cccs2)C(c2cccs2)c2nnnn2C2CCCC2)cc1 (centres undefined),4
O=C(Nc1ccc(Cl)cc1)N1CCc2[nH]c3ccccc3c2C1,2
COc1ccc(CC(=O)N2CC3(C)CC2CC(C)(C)C3)cc1OC (centres undefined),-1
CCCn1c(=O)c(C(=O)Nc2ccccc2C(=O)OC)c(O)c2ccccc21,13
Cc1ccc(S(=O)(=O)NC(CC(=O)NCC2CCCO2)c2ccco2)cc1 (centres undefined),-6
Cc1cc(Nc2ccccc2)nc(-c2ccccc2O)n1,-6
O=C(Oc1cccc(Nc2ncnc3ccccc23)c1)c1ccccc1Cl,15
COc1ccccc1NC(=O)Cn1nc(-c2ccc(Cl)cc2)c2ccccc2c1=O,-9
COc1cc(/C=C/C(C)=O)cc(OC)c1OC,8
# Next section
SMILES,Artemis endo inh
CCSc1nnc(NC(=O)Cc2ccccc2OC)s1,2
COc1ccc(N2CCN(c3ccc(NC(=O)c4ccc5c(c4)OCO5)cc3C#N)CC2)cc1,-8
O=C(Cn1ccsc1=NC(=O)C(F)(F)F)c1ccccc1,-7
CCc1ccccc1NS(=O)(=O)c1ccc2[nH]cc(C(=O)NCC3CCCO3)c(=O)c2c1 (centres undefined),9
CCOC(=O)CS(=O)(=O)c1nc(-c2ccccc2)cc(C(F)(F)F)n1,1
O=c1[nH]c(=O)n(CCOc2ccc(Cl)cc2)cc1Br,-3
Cc1ccc(SCC2(O)CCN(C(=O)c3ccc(Cl)cc3)CC2)cc1,-10
O=C(CCCCCN1C(=O)c2ccccc2C1=O)NCc1ccco1,0
COc1ccc(C(=O)c2c(C(F)(F)F)oc3c2C(=O)c2ccccc2C3=O)cc1,28
CCC(C)Oc1ccccc1C1CC(=O)NC2=C1C(=O)CCC2 (centres undefined),-2
COC(=O)C(Cc1ccc(OC(=O)c2ccc(C(F)(F)F)cc2)cc1)N1Cc2ccccc2C1=O (centres undefined),14
CC(C)(C)C1CCC(OC(=O)c2ccncc2)CC1 (centres undefined),3
O=C(N/N=C/C=C/c1ccccc1)c1n[nH]c2c1CCC2,1
COc1ccc(-n2c(C)c(C(C)=O)c(C(C)=O)c2C)cc1OC,-1
O=S(=O)(NC1CC1)c1cccc(S(=O)(=O)N2CCCC2)c1,-6
CN(C)c1nc(N(C)C)nc(N(C#N)CCOc2ccccc2)n1,2
CCN(CCCNC(=O)C1CCCN(S(=O)(=O)CC)C1)c1cccc(C)c1 (centres undefined),-2
CCOC(=O)c1[nH]c(C)c(C(=O)OCC(=O)N(CC)C2CCS(=O)(=O)C2)c1C (centres undefined),-2
CCOC(=O)CN1C(=O)C(Sc2n[nH]c(-c3ccc(O)cc3)n2)CCc2ccccc21 (centres undefined),4
O=C(CSc1nnc(-c2cccnc2)n1-c1ccccc1)N1CCN(c2ccc(F)cc2)CC1,-2
O=C1c2ccsc2SCCN1Cc1c(Cl)cccc1Cl,0
Cc1ccccc1-n1nnnc1SCC(N)=O,-4
C=CCc1ccc(OCCOCCOc2ccc(C)cc2[N+](=O)[O-])c(OC)c1,0
O=C(Nc1cccc2ccccc12)c1onc2c1CCCC2,3
O=C(NCC(=O)N(Cc1ccccc1)C(C(=O)NC1CCCCC1)c1ccco1)c1ccco1 (centres undefined),9
CC(=O)c1cccc(NC(=O)c2ccco2)c1,-15
O=C(c1cc2n(n1)C(C(F)(F)F)CC(c1ccco1)N2)N1CCN(c2ccccn2)CC1 (centres undefined),-4
O=C(c1cc2cc(Cl)cc(Cl)c2oc1=O)N1CCOCC1,-6
CCS(=O)(=O)c1ccc(NC(=O)c2ccccc2Cl)c(O)c1,0
Cc1cccc(N2C(=O)CC(N3CCOCC3)C2=O)c1 (centres undefined),-7
CC(C)c1ccc2oc(=O)cc(CN3CCN(c4ccccc4)CC3)c2c1,14
O=[N+]([O-])c1ccc(/C=N\N2CCN(c3ccc(Cl)cc3)CC2)cc1,-6
CCOC(=O)c1c(NC(=O)Cc2cccs2)sc2c1CCCC2,6
O=C(CCC(=O)N(CC(=O)NC1CCCCC1)c1ccc2c(c1)OCO2)Nc1ccccn1,-6
COc1cc(CC(=O)Nc2sccc2C(N)=O)cc(OC)c1OC,-1
CCOC(=O)C1CCCN(S(=O)(=O)c2ccc(Br)c(OC)c2)C1 (centres undefined),5
CS(=O)(=O)NCCCc1ccccc1,14
COc1ccc(Cl)cc1S(=O)(=O)N1CCN(C(=O)c2ccco2)CC1,-3
COc1ccc(Cn2nnnc2C(c2ccccc2Cl)N2CCN(C)CC2)cc1 (centres undefined),-6
Cc1cccc2cc(COC(=O)c3ccco3)c(=O)[nH]c12,8
COc1ccc(CCN2C(=O)C3C4CC(C5C(C(N)=O)=NOC45)C3C2=O)cc1OC (centres undefined),-8
Nc1cc(C(=O)OCC(=O)NCc2ccco2)ccc1Cl,-6
COCc1cc(Sc2ccc(Br)cc2)nc(-c2ccccc2)n1,-10
COC(=O)C1=C(C)NC2=C(C(=O)CCC2)C1c1coc2ccccc2c1=O (centres undefined),-5
CCc1ccc(OCC(=O)N(C)C2CCS(=O)(=O)C2)cc1 (centres undefined),-4
Cc1cc(C(F)(F)F)n(-c2nc(C(=O)NNS(=O)(=O)c3ccccc3)cs2)n1,8
COc1cccc(C(CC(=O)NCC2CCCO2)NS(=O)(=O)c2ccc(C)cc2)c1OC (centres undefined),-9
Cc1ccc(C)c(NC(=O)C2CC(O)CN2C(=O)OCc2ccccc2)c1 (centres undefined),3
Cc1ccc(Cc2cnc(NC(=O)/C(C#N)=C/c3ccc(-c4ccccc4[N+](=O)[O-])o3)s2)cc1,10
COc1ccc(OCCNC(=O)C(c2ccccc2)c2ccccc2)cc1,4

# For convenience, 27 of the compounds above.
SMILES,Artemis endo inh
Cc1ccccc1-n1nnnc1SCC(N)=O,-4
C=CCc1ccc(OCCOCCOc2ccc(C)cc2[N+](=O)[O-])c(OC)c1,0
O=C(Nc1cccc2ccccc12)c1onc2c1CCCC2,3
O=C(NCC(=O)N(Cc1ccccc1)C(C(=O)NC1CCCCC1)c1ccco1)c1ccco1 (centres undefined),9
CC(=O)c1cccc(NC(=O)c2ccco2)c1,-15
O=C(c1cc2n(n1)C(C(F)(F)F)CC(c1ccco1)N2)N1CCN(c2ccccn2)CC1 (centres undefined),-4
O=C(c1cc2cc(Cl)cc(Cl)c2oc1=O)N1CCOCC1,-6
CCS(=O)(=O)c1ccc(NC(=O)c2ccccc2Cl)c(O)c1,0
Cc1cccc(N2C(=O)CC(N3CCOCC3)C2=O)c1 (centres undefined),-7
CC(C)c1ccc2oc(=O)cc(CN3CCN(c4ccccc4)CC3)c2c1,14
O=[N+]([O-])c1ccc(/C=N\N2CCN(c3ccc(Cl)cc3)CC2)cc1,-6
CCOC(=O)c1c(NC(=O)Cc2cccs2)sc2c1CCCC2,6
O=C(CCC(=O)N(CC(=O)NC1CCCCC1)c1ccc2c(c1)OCO2)Nc1ccccn1,-6
COc1cc(CC(=O)Nc2sccc2C(N)=O)cc(OC)c1OC,-1
CCOC(=O)C1CCCN(S(=O)(=O)c2ccc(Br)c(OC)c2)C1 (centres undefined),5
CS(=O)(=O)NCCCc1ccccc1,14
COc1ccc(Cl)cc1S(=O)(=O)N1CCN(C(=O)c2ccco2)CC1,-3
COc1ccc(Cn2nnnc2C(c2ccccc2Cl)N2CCN(C)CC2)cc1 (centres undefined),-6
Cc1cccc2cc(COC(=O)c3ccco3)c(=O)[nH]c12,8
COc1ccc(CCN2C(=O)C3C4CC(C5C(C(N)=O)=NOC45)C3C2=O)cc1OC (centres undefined),-8
Nc1cc(C(=O)OCC(=O)NCc2ccco2)ccc1Cl,-6
COCc1cc(Sc2ccc(Br)cc2)nc(-c2ccccc2)n1,-10
COC(=O)C1=C(C)NC2=C(C(=O)CCC2)C1c1coc2ccccc2c1=O (centres undefined),-5
CCc1ccc(OCC(=O)N(C)C2CCS(=O)(=O)C2)cc1 (centres undefined),-4
Cc1cc(C(F)(F)F)n(-c2nc(C(=O)NNS(=O)(=O)c3ccccc3)cs2)n1,8
COc1cccc(C(CC(=O)NCC2CCCO2)NS(=O)(=O)c2ccc(C)cc2)c1OC (centres undefined),-9
Cc1ccc(C)c(NC(=O)C2CC(O)CN2C(=O)OCc2ccccc2)c1 (centres undefined),3

# The list goes on.
SMILES,Artemis endo inh
O=C(CSc1nc(-c2ccccc2)nc2c1CCCC2)N1CCOCC1,-1
COc1ccc(C(C)=O)cc1COC(=O)c1cc(C)oc1C,-8
N#CC1=C(N)SC(N)=C(C#N)C1c1c(Cl)cccc1Cl,-5
Cc1ccc(NC(=S)NN2CCOCC2)c(C)c1,-2
Cc1nn(-c2ccccc2)c(OC(=O)c2cccs2)c1S(=O)(=O)c1ccccc1,-2
Cc1oc2c(CN3CCOCC3)c(O)ccc2c(=O)c1-c1ccc(Br)cc1,0
Cc1cccc(C(=O)O/N=C2\CCS(=O)(=O)c3sccc32)c1,5
CC1CCN(C(=O)c2ccc3c(c2NCCO)C(=O)c2ccccc2C3=O)CC1,17
CC(C)OC(=O)C1CC=CCC1C(=O)Nc1ccc(Cl)cc1 (centres undefined),-11
O=C(/C=C/NNC(=O)c1ccc(Br)cc1)c1ccccc1,6
O=C(c1cccc2c1C(=O)N(Cc1cccnc1)C2)N1CCN(c2ccccc2)CC1,1
CC(C)n1c(-c2cccnc2)nc2cnccc21,4
N#Cc1c(SCC(N)=O)nsc1SCc1ccccc1Cl,3
C=CCn1c(SCC(=O)N2CCOCC2)nc2sc3c(c2c1=O)CCCC3,7
COc1ccccc1NC(=O)CN(c1ccc(C)cc1)S(=O)(=O)c1c(C)n[nH]c1C,-1
N#CCCNC(=O)CCN1CCCCC1,-3
Cc1cc(N2CCC(C(N)=O)CC2)nc(-c2ccccc2)n1,-7
O=C(N1CCOCC1)C(F)(F)C(=O)N1CCOCC1,0
Clc1ccccc1COc1ccccc1-c1nnco1,5
O=[N+]([O-])c1cccnc1NCCNc1ncc(C(F)(F)F)cc1Cl,-7
Cc1noc(C)c1S(=O)(=O)Nc1ccc(C(=O)NC2CCCCC2)cc1,-9
COc1ccc(S(=O)(=O)N(C)CC(=O)Nc2ccccc2SC)cc1,1
O=C(CSc1nnc(-c2ccccc2)o1)c1ccc2c(c1)OCCO2,3
CN(C(=O)CSc1nnc(-c2ccco2)o1)C1CCCCC1,-2
c1ccc2c(c1)Sc1ccccc1-n1cnnc1-2,-7
Oc1ccc(-c2nc3ncccn3c2Nc2ccc3c(c2)OCCO3)cc1,4
CN(c1ccc(C(=O)NCc2ccncc2)cc1)S(C)(=O)=O,-10
COCC(C)n1c(C)cc(C(=O)CSc2nnc(Nc3ccccc3F)s2)c1C (centres undefined),2
Cc1ccc(NC(=O)N/C=C/c2ccccc2)cc1,-3
Cc1c(NC(=O)CSc2nc3ccc(Cl)cc3[nH]2)c(=O)n(-c2ccccc2)n1C,5
CCOC(=O)c1cc(C)n(-c2c(C)n(C)n(-c3ccccc3)c2=O)c1C,-3

# Not all compounds are listed (hit frequency here may not be typical).
